# TDP2 inh: human TDP2 enzyme inhibitors, primary screen, biochemical, epi absorbance, recombinant enzyme | Tyrosyl-DNA phosphodiesterase 2 (Homo sapiens), O95551 | T5PNP hydrolysis, p-nitrophenol absorbance 415 nm | inhibition, % at 12.8 µM | 0.34% of 370,000 active | AID 720702, 2013;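 active means inhibition above the mean of all tested compounds plus 3 SD, set per campaign, cut at about 25% in these data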;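 further: 0% = DMSO with enzyme and 100% = buffer with substrate but no TDP2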
#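 Test system: human TDP2 enzyme; Input: 120 nM TDP2 per well; Buffer or medium: Mg2+-containing Tris-HCl buffer, pH 7.5; Reagent: 5 mM T5PNP; Dosing: 12.8 µM single point, 1% DMSO; Incubation: reaction 2 h, 37 °C; Detection: p-Nitrophenol epi absorbance; Read-out: % inhibition relative to enzyme-containing and enzyme-free wells; Replicates: single well per compound.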
# ABHD4 inh: ABHD4 inhibitors, primary screen, biochemical, fluorescence polarization, mouse | inhibition, % at 8.92 µM | (Lyso)-N-acylphosphatidylethanolamine lipase (Mus musculus), Q8VD66 | purified mABHD4, FP-Rh probe fluorescence polarization | 0.54% of 370,000 active | AID 720543, 2013;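 active means inhibition exceeding the mean over every tested compound plus 3 SD, cut at about 30% in these data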;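 further: 0% = plate median of compound wells and 100% = S159A mutant with DMSO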
#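 Assay system: wild-type mouse ABHD4 protein; compound: single nominal dose of 8.92 µM, 0.89% DMSO final; schedule: 45 min + 60 min at 25 °C; measured by: FP readout, ex 525 nm / em 598 nm; evaluation: % inhibition of FP-Rh probe binding versus controls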
# LEDGF integ inh: blockers of LEDGF/p75-dependent integrase strand transfer – biochemical, TR-FRET, high throughput, primary screen. HIV-1 integrase (with human LEDGF/p75). TR-FRET IN-LEDGF/p75 DNA integration, Eu/Cy5. inhibition, % at 3.7 µM. 0.64% of 370,000 active. AID 743269, 2014;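 active means inhibition above the screen-wide mean plus 3 SD, cut at about 13% in these data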;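 further: signal is the Cy5 over europium emission ratio at 671 and 618 nm; 0% = plate median of compound wells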
# SIAE inh: human SIAE inhibitors, primary screen, biochemical, fluorescence polarization, FP-Rh probe, 1536-well HTS. AID 1053197, 2014. inhibition, % at 9.66 µM. 0.69% of 370,000 active. SIAE FP-Rh probe binding;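 active means inhibition above a cutoff: mean of compounds within the control limits plus 3 SD of those, cut at about 17% in these data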;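 further: 0% = plate median of compound wells and 100% = probe without SIAE protein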
# PRMT1 FP inh: PRMT1 methyltransferase inhibitors, primary screen, biochemical, fluorescence polarization. 1.3% of 370,000 active. inhibition, % at 2.79 µM. recombinant PRMT1, activity-based probe fluorescence polarization. AID 652257, 2013;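 active means inhibition above about 21% made by adding two undisclosed values, limit read from the data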
# Target sequence (Q99873 whole entry, looked up): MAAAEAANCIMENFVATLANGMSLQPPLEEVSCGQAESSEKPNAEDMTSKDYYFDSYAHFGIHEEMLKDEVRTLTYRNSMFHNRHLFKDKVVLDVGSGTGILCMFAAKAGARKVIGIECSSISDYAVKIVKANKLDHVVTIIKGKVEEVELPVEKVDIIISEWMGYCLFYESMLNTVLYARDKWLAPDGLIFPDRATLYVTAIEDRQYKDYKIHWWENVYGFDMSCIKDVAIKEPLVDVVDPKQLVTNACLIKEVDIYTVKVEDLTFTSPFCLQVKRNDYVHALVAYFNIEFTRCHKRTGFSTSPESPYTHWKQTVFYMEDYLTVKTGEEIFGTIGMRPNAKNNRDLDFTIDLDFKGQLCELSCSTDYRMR
# HTRA1 inh: HTRA1 serine protease inhibitors, primary screen, biochemical, fluorescence polarization, HTS; 0.5% of 340,000 active; inhibition, % at 5.96 µM; Q92743; recombinant HTRA1, FP-rhodamine activity-based probe; in the data active means inhibition above about 36%;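 further: 0% = enzyme with DMSO and 100% = wells lacking enzyme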
# Target sequence (Q92743 whole entry, looked up): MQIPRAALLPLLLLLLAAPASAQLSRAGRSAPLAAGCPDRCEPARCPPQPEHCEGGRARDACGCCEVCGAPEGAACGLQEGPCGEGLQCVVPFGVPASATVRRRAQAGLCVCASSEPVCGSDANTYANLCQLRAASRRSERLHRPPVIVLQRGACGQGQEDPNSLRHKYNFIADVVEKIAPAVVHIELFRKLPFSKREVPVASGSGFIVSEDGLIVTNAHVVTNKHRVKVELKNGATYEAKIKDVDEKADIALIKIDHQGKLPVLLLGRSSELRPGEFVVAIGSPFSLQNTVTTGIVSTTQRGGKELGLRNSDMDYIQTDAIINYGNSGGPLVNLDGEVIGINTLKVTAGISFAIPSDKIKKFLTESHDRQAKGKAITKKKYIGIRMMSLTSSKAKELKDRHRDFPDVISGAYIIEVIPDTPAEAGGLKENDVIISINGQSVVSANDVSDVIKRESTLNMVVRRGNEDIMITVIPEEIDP
# PG9 binder: binders of HIV-1 gp120 antibody PG9, primary screen, biochemical, TR-FRET; HIV-1 gp120 / PG9 antibody interaction; 0.43% of 360,000 active; inhibition, % at 6.7 µM; TR-FRET gp120-PG9 antibody binding; in the data active means inhibition above about 8.5%
# UHRF1 binding: UHRF1 methylated DNA binding inhibitors, primary screen, counter-screen for MBD2 inhibitor project, biochemical, TR-FRET, human UHRF1, single concentration; UHRF1 binding to methylated oligo; inhibition, % at 4.4 µM; 0.75% of 370,000 active; in the data active means inhibition above about 21%;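 further: UHRF1 SRA domain binding a hemimethylated CpG hairpin DNA probe; 0% = median of test compound wells and 100% = reference inhibitor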
# DDE Tn7 FP inh: inhibitors of Tn7 peptide binding to fibrin DD(E), primary screen, biochemical, fluorescence polarization, human fibrin, Tn7 probe; FP displacement of FITC-Tn7 peptide from fibrin DD(E); 0% = median of compound wells per plate; inhibition, % at 8.3 µM; 0.13% of 370,000 active; AID 720508, 2013;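 active means inhibition above the mean of compounds falling within the control limits plus 3 SD of them, cut at about 14% in these data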;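 further: 0% = plate median of compound wells and 100% = 10 µM Aha-Tn7 peptide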
#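 Assay system: Fibrin-DD(E) protein isolated from polymerized human fibrin clots; read-out basis: percent inhibition; medium: Tris/NaCl/CaCl2 buffer, pH 7.8; signal: FP measurement; incubation: 10 min plus 3 h, room temperature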
# TCR CD3 inh: inhibitors of human TCR-CD3 interaction, primary screen, biochemical, fluorescence, TAMRA-labeled TCR probe | 0.37% of 360,000 active | AID 651800, 2012 | inhibition, % at 9.4 µM | T-cell receptor (TCR); in the data active means inhibition above about 19%;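 further: recombinant mutant TCR 2C K166C tagged with TAMRA read by polarization; 0% = receptor in buffer alone and 100% = receptor with positive control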
# The depositor's hits bear a star; . = not tested or not shown.
SMILES,TDP2 inh,ABHD4 inh,LEDGF integ inh,SIAE inh,PRMT1 FP inh,HTRA1 inh,PG9 binder,UHRF1 binding,DDE Tn7 FP inh,TCR CD3 inh
O=C(Nc1cc(S(=O)(=O)N2CCOCC2)ccc1N1CCOCC1)C1CCCO1 (centres undefined),-6,-1,-1,7,0,-2,3.1,6,3,-2
COCCNC(=O)Cn1nc(C(F)(F)F)cc1C,-12,-1,2,4,-1,-8,-1.9,-1,-3,-2
O=C(NC(=S)NCc1ccccc1)C1CCCCC1,-3,-13,0,-3,-4,-11,0.6,0,-2,5
CCN(CC(=O)Nc1ccc(NC(C)=O)cc1)C(=O)c1ccc(=O)[nH]c1,-12,9,3,-2,1,5,-0.2,2,-5,2
Cc1ccc(CNC(=O)C2CN(S(C)(=O)=O)c3cc(Cl)ccc3O2)cc1 (centres undefined),-7,-5,2,-7,-2,-14,-2.1,4,-2,9
O=C(Nc1ccc(Cl)cc1)N(Cc1cccs1)Cc1cccs1,7,-20,0,-12,5,-55,1.5,1,-1,-1
COCCN1CCN(C(=O)c2cc(COc3ccc(F)cc3F)on2)CC1,-12,8,-2,8,1,-3,-2.9,-2,1,0
Cc1ccccc1CN1C(=O)CSCC1(C)C(=O)Nc1ccc2c(c1)OCCO2 (centres undefined),-13,6,0,8,5,.,2.4,1,-13,6
Nc1c(Cl)cc(C2=NCCn3c2c2ccccc2[n+]3[O-])cc1Cl,-2,3,0,-4,-1,-3,-2.4,-2,8,6
CCOc1ccc(C(C)C)cc1S(=O)(=O)N1CCN(C(=O)c2ccco2)CC1,5,-3,0,-1,-5,4,-0.1,1,0,-7
COc1ccc(S(=O)(=O)N2CCOC2CNC(=O)C(=O)NCCc2ccccc2OC)cc1C (centres undefined),12,5,2,4,-3,-8,-0.7,1,4,-3
O=[N+]([O-])c1cc2c(cc1/C=N/Nc1nc(N3CCCC3)nc(N3CCCC3)n1)OCO2,2,2,2,3,-4,-2,0.2,-5,9,3
Cc1ccc(S(=O)(=O)N(C)C)cc1NC(=O)c1cncc(Br)c1,8,3,-1,1,-1,-1,-2.2,0,-5,2
Cc1ccc(-c2cc(C(F)F)n3ncc(C(=O)Nc4c(C)nn(Cc5c(Cl)cccc5Cl)c4C)c3n2)cc1,-6,-7,1,-5,-2,-6,-2.9,0,-4,-4
C/C(Nc1ccc(Cl)cc1)=C(/C#N)C(N)=O,6,3,-1,-2,-2,-4,3.1,-3,3,-4
O=C(NCCCN1CCOCC1)c1ccc(Cl)c([N+](=O)[O-])c1,-13,7,-2,4,-2,.,0.5,-3,5,2
CCN(Cc1ccc2c(c1)OCO2)C(=O)/C=C/c1cccc(Br)c1,1,-3,2,-1,1,-27,-0.6,0,-10,3
O=C(Nc1ccc(S(=O)(=O)N2CCCC2)cc1)c1cccnc1Cl,0,6,-3,1,3,-8,0.7,2,-3,-8
Cc1ccc(S(=O)(=O)Nc2ccc(SC(F)F)cc2)c(C)c1,-12,-9,1,-10,14,-31,0.2,-2,-6,4
C=CCn1c(SCC(=O)NC(=O)NCC(C)C)nnc1C1CCCCC1,-6,-2,-1,-2,-1,-2,-1.7,0,-3,10
Cc1cc(S(=O)(=O)NCc2ccc(N3CCN(C)CC3)cc2)c(C)s1,-5,2,-3,0,5,.,-1.9,4,-1,-8
O=C(CSc1nnc(-c2ccccn2)o1)Nc1cccc(Cl)c1,4,5,3,0,0,3,-1.1,-1,3,3
Cc1ccccc1-n1c(SCC(=O)N/N=C/C=C/c2ccccc2[N+](=O)[O-])nc2ccccc2c1=O,10,-8,0,-30,0,-24,0.4,-4,2,0
COCCCNC(=O)CN1C(=O)c2cccc3cccc1c23,-11,-4,1,0,-5,3,-2.2,-3,9,7
Cc1ccc(C(=O)CSc2nsc(C)c2C#N)cc1,-8,0,2,4,-4,-10,-1.4,-3,0,-6
COc1ccc2[nH]c(C)c(C(=O)CN3CCN(C/C=C/c4ccccc4)CC3)c2c1,-13,-6,4,5,-5,-15,-0.2,5,3,-2
CC1C(=O)c2ccccc2CC1C(=O)O (centres undefined),2,2,0,-1,-3,4,-1.1,4,-4,3
CC(C)(C)NC(=O)CN(C(=O)CS(=O)CC(=O)Nc1ccc(F)cc1)c1ccc(F)c(Cl)c1 (centres undefined),4,0,-1,6,-2,-9,-2.2,0,-10,8
CCN(CC)c1nc(C=Cc2ccc(N(C)C)cc2)c2nccnc2n1,-13,-135,6,-69,-8,-66,-1.9,1,-10,-66
CCOc1cc(C=C(C#N)C#N)ccc1Oc1ccc([N+](=O)[O-])cn1,-13,-10,5,2,2,-10,-0.8,-1,1,-8
CCN(C(=S)NC(=O)C1CC1)c1ccccc1,6,10,2,15,5,2,-0.8,-1,4,2
COc1ccc(-c2c(NC(=O)c3ccco3)n(C)c3ccccc3c2=O)cc1,-3,1,4,0,6,1,0.1,-5,-1,-2
O=C(COCc1ccccc1)N[C@@H]1c2ccccc2CC[C@@H]1OCc1ccccc1,-12,-9,0,-7,2,-28,1.0,1,3,10
CC(=O)N1CCN(CC(=O)Nc2ccccc2C(=O)Nc2ccccc2)CC1,-6,4,3,-7,-4,1,-1.0,-1,-6,-1
COc1cccc2c1OC1(C)CC2NC(=O)N1c1cccc(C(=O)Nc2ccc3c(c2)OCCO3)c1 (centres undefined),0,0,1,5,-1,3,-1.3,1,-4,6
CC(=O)O[C@H]1[C@H](C)OC=C[C@@H]1OC(C)=O,-11,0,0,-2,1,4,-2.4,2,-1,-2
Cc1ccsc1C(=O)OCC(=O)N1C(C)CCCC1C (centres undefined),4,1,0,1,0,7,-0.4,-1,0,-2
O=C(Nc1ccc(F)cc1)C1CCN(c2nnnn2-c2ccccc2)CC1,-13,-10,5,-3,-3,0,-1.1,2,-5,3
Cc1cc2oc(C(=O)N(Cc3ccccc3)C3CCS(=O)(=O)C3)cc(=O)c2cc1Cl (centres undefined),-1,1,2,2,-1,1,0.4,7,2,-1
COc1cccc(NC(=O)CN2C(=O)NC(c3ccccc3)(c3ccccc3)C2=O)c1,13,-21,-1,-6,-3,-39,-0.6,-2,2,2
Cc1cccc(N2CCN(S(=O)(=O)c3ccc4c(c3)OCCO4)CC2)c1C,1,-6,-1,0,-2,-20,-0.7,1,5,-4
NC(=O)c1c[nH]c2ccccc12,14,-4,1,6,-1,13,0.2,-2,0,-1
Cc1cc(NC(=O)CCCC(=O)N(CC(=O)NCCc2ccccc2)Cc2ccc(F)cc2)no1,-11,-2,5,-4,0,-6,0.0,3,-13,1
Cc1oc(C(=O)Nc2ccc(O)cc2)cc1COc1ccccc1,-10,9,-3,9,-2,11,0.2,-2,3,1
O=C(Nc1ncc(Cc2ccccc2Cl)s1)c1ccc(-c2cccc([N+](=O)[O-])c2)o1,-1,2,1,-4,-1,-4,-1.2,6,-10,2
CC(C)(C)OC(=O)CC1(C#N)c2ccccc2C(Br)=CN1C(=O)c1ccccc1 (centres undefined),11,-3,0,3,0,-26,-0.5,-3,2,5
CCN(CC(=O)Nc1c(F)cccc1F)C(=O)C(C)SCc1nc2sc(C)c(C)c2c(=O)[nH]1 (centres undefined),-3,-2,-6,-1,3,-4,0.2,2,4,-14
CCOc1ccc(NC(=O)CNC(=O)c2ccc(OC)cc2)cc1,-3,-2,-4,-5,6,9,0.7,3,7,-2
CCOC(=O)C1CCN(CC(=O)N2CCc3ccccc32)CC1,1,1,-1,-1,3,4,1.8,0,14*,2
O=C(CCn1nc(-c2ccccc2)c2ccccc2c1=O)NCC1CCCO1 (centres undefined),-5,-5,2,-2,2,4,-0.1,3,-1,-11
COc1ccc(/C=N/NC(=O)C2CCN(c3ncc(C(F)(F)F)cc3Cl)CC2)cc1,1,-2,0,0,-1,0,3.2,-4,3,13
C=CCNC(=S)N/N=C/c1ccccc1OCCOc1ccccc1,2,1,1,0,4,4,-2.2,0,-10,-1

# Some of the entries so far, as tab-separated lines:
smiles	TDP2 inh	ABHD4 inh	LEDGF integ inh	SIAE inh	PRMT1 FP inh	HTRA1 inh	PG9 binder	UHRF1 binding	DDE Tn7 FP inh	TCR CD3 inh
COc1cccc(NC(=O)CN2C(=O)NC(c3ccccc3)(c3ccccc3)C2=O)c1	13	-21	-1	-6	-3	-39	-0.6	-2	2	2
Cc1cccc(N2CCN(S(=O)(=O)c3ccc4c(c3)OCCO4)CC2)c1C	1	-6	-1	0	-2	-20	-0.7	1	5	-4
NC(=O)c1c[nH]c2ccccc12	14	-4	1	6	-1	13	0.2	-2	0	-1
Cc1cc(NC(=O)CCCC(=O)N(CC(=O)NCCc2ccccc2)Cc2ccc(F)cc2)no1	-11	-2	5	-4	0	-6	0.0	3	-13	1
Cc1oc(C(=O)Nc2ccc(O)cc2)cc1COc1ccccc1	-10	9	-3	9	-2	11	0.2	-2	3	1
O=C(Nc1ncc(Cc2ccccc2Cl)s1)c1ccc(-c2cccc([N+](=O)[O-])c2)o1	-1	2	1	-4	-1	-4	-1.2	6	-10	2
CC(C)(C)OC(=O)CC1(C#N)c2ccccc2C(Br)=CN1C(=O)c1ccccc1 (centres undefined)	11	-3	0	3	0	-26	-0.5	-3	2	5
CCN(CC(=O)Nc1c(F)cccc1F)C(=O)C(C)SCc1nc2sc(C)c(C)c2c(=O)[nH]1 (centres undefined)	-3	-2	-6	-1	3	-4	0.2	2	4	-14
CCOc1ccc(NC(=O)CNC(=O)c2ccc(OC)cc2)cc1	-3	-2	-4	-5	6	9	0.7	3	7	-2
CCOC(=O)C1CCN(CC(=O)N2CCc3ccccc32)CC1	1	1	-1	-1	3	4	1.8	0	14*	2
